M18AAP inhibitor: PfM18AAP inhibitors, malaria aminopeptidase, primary screen, biochemical, QFRET, recombinant enzyme | H-Glu-NHMec fluorogenic cleavage | inhibition, % at 7.35 µM | 290,000 compounds, 1.2% hits;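 active = inhibition above the campaign mean inhibition over all tested compounds plus 3 SD, cut at about 28% in these data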;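 note: 0% = plate median of test compound wells and 100% = 2 mM ZnCl2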
MEKK2 WT-MEK5: modulators of MEK5 binding to wildtype MEKK2, primary screen, biochemical, multiplex bead flow cytometry, Alexa488-MEK5; Mitogen-activated protein kinase kinase kinase 2 (Homo sapiens), Q9Y2U5; Alexa488-MEK5 binding to MEKK2 WT; actives lie on both sides; binding response (% of control), % at 10 µM; 290,000 compounds, 1.1% hits; AID 1531, 2009; in the data active = binding response below about 67% or above about 130%
VIM-2 inhibitor: VIM-2 metallo-beta-lactamase inhibitors, primary screen, biochemical, epi-absorbance readout, Pseudomonas aeruginosa enzyme; 290,000 compounds, 0.89% hits; inhibition, % at 5.6 µM; purified VIM-2, nitrocefin hydrolysis, epi-absorbance fluorescence;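 active = inhibition above the mean of all tested compounds plus 3 SD, cutoff set per screening run, cut at about 7.5% in these data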;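 note: red hydrolysis product quenches plate fluorescence so inhibitors raise well fluorescence; 0% = enzyme with DMSO and 100% = DMSO without enzyme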
HCV NS3 hel inh: inhibitors of HCV NS3 helicase, primary screen, biochemical, Cy5 molecular beacon fluorescence; Hepatitis C virus NS3 helicase; NS3 helicase DNA unwinding; inhibition, % at 10.9 µM; 290,000 compounds, 0.56% hits;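 active = inhibition above the mean of all tested compounds plus 3 SD, set per campaign, cut at about 35% in these data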;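 note: 0% = DMSO wells and 100% = thioflavine S control wells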
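assay system = NS3 helicase fragment of HCV | buffer or medium = MOPS pH 6.5, MgCl2, DTT, Tween20, BSA | timing = 60 min unwinding reaction at 25 °C after ATP addition | signal = Cy5 beacon fluorescence read at start and 1 h | read-out basis = % inhibition of unwinding | control set = low DMSO, high thioflavine S at 110 µM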
SUMO HTRF inh: inhibitors of in vitro SUMOylation cascade, primary screen, biochemical, HTRF, uHTS; HTRF SUMOylation assay, SAE1/SAE2 + UBC9; AID 2006, 2009; inhibition, % at 35 µM; 290,000 compounds, 0.36% hits; SUMO-conjugating enzyme UBC9 (Homo sapiens), P63279; in the data active = inhibition above about 50%, passing the limit was not always enough; note: strong numbers were not always called active
Target sequence (P63279 whole entry, looked up): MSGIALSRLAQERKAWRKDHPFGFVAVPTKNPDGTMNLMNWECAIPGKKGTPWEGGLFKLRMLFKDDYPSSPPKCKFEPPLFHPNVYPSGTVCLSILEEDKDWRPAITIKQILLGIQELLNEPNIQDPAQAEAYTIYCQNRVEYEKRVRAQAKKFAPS
MEKK2mut PB1 HTS: MEK5 binding signal on mutant MEKK2 PB1, primary screen, biochemical, multiplex bead flow cytometry, Alexa488-MEK5. percent response, % at 10 µM. AID 1530, 2009. Alexa488-MEK5 binding to MEKK2 mutant. 290,000 compounds, 0.35% hits; in the data active = percent response above about 24%, passing the limit was not always enough; note: inactives centre near 1; some results filed as inactive read as strong as hits
DNA FID counter: compounds displacing fluorescent DNA intercalator, primary screen, artefact control for HCV NS3 helicase inhibitor project, biochemical, FID fluorescence; DNA fluorescent intercalator displacement; inhibition, % at 7.9 µM; 290,000 compounds, 0.17% hits; in the data active = inhibition above about 37%;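 note: 0% = vehicle and 100% = reference compound; higher means more ethidium bromide displaced from hairpin DNA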
IMP-1 inh: IMP-1 metallo-beta-lactamase inhibitors, primary screen, biochemical, epi-absorbance readout, Pseudomonas aeruginosa enzyme. inhibition, % at 5.6 µM. purified IMP-1, nitrocefin hydrolysis, epi-absorbance fluorescence. AID 1556, 2009. metallo-beta-lactamase IMP-1 (Pseudomonas aeruginosa). 290,000 compounds, 0.45% hits;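 active = inhibition above the mean plus 3 SD of all compounds in the same screening run, cut at about 4.5% in these data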;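 note: 0% = IMP-1 with DMSO and 100% = DMSO wells lacking enzyme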
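System: Purified recombinant IMP-1 metallo-beta-lactamase enzyme | Measured by: Fluorescence quenching readout, ex 480/em 530 nm | Replication: Singlicate | Incubation: 15 min preincubation plus 25 min reaction at 25 °C | Evaluation: Percent inhibition from optical density relative to buffer-blank wells | Benchmarks: DMSO with and without IMP-1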
NALP1 yeast inh: NALP1 inflammasome inhibitors in reconstituted yeast, colorimetric, S. cerevisiae, triplicate retest | 280,000 compounds, 0.61% hits | S. cerevisiae NALP1/ASC/caspase-1 growth, X-gal OD620, 72 h | inhibition, % at 10 µM; in the data active = inhibition mostly above about 24%, no sharp cut-off; inactive = mostly below about 32%; note: some compounds called inactive have numbers as strong as hits
* hit, by the source's call; . = no result given.

Every second line gives: MEKK2mut PB1 HTS	M18AAP inhibitor	DNA FID counter	MEKK2 WT-MEK5	VIM-2 inhibitor	HCV NS3 hel inh	NALP1 yeast inh	SUMO HTRF inh	IMP-1 inh
> CC(=O)Nc1nc2n(n1)C(c1ccc(F)cc1)C=C(c1ccccc1)N2 (centres undefined)
→ 8	-3	-2	112	-4.7	-4	4	41	-2.1
> FC(F)(F)COc1nc(N2CCCCC2)nc(N2CCNCC2)n1
→ 3	6	2	108	1.8	-5	-4	11	-5.1
> CCn1c(SCC(=O)N2CCCc3ccccc32)nc2c(c1=O)SC(C)C2 (centres undefined)
→ 9	4	-33	96	-1.8	-18	7	0	-1.6
> COc1ccccc1NC(=O)C(=O)N1CCCC1
→ 3	-2	-3	103	-2.8	-2	-83	2	-4.7
> C/C(=N/NS(=O)(=O)c1ccc(Br)cc1)c1ccc(NC(=O)c2ccc(C)o2)cc1
→ 8	1	2	112	-0.1	1	-8	-7	-3.3
> CC(=O)Nc1cc(-c2ccc(F)cc2)[nH]n1
→ -3	6	-4	95	-2.1	5	15	18	-0.2
> Cc1cc(C)c2sc(N(CCCN(C)C)C(=O)CN3C(=O)c4ccccc4C3=O)nc2c1
→ 82*	-2	11	321*	-2.7	-74	11	0	-1.3
> Cc1cccc(NC(=S)NN2CCN(C)CC2)c1C
→ 10	-25	-3	103	0.7	4	34	-4	-2.0
> c1ccc2c(c1)oc1c(NCc3ccc4c(c3)OCO4)ncnc12
→ 2	-8	-17	105	0.8	-5	-31	16	-0.3
> O=C(CSc1nc(-c2ccc(F)cc2)nc2ccc(F)cc12)Nc1cccc(C(=O)O)c1
→ -1	-5	-23	94	1.1	15	-5	-4	-2.7
> Cc1ccc(C)c(OCc2cc(C(=O)N(C)Cc3nccn3C)no2)c1
→ 3	-2	-16	102	-1.8	-5	5	6	-2.8
> Cn1nnnc1SCC(=O)NCc1cccc(C(=O)O)c1
→ 0	-3	-2	103	-1.2	0	-2	-11	-0.4
> COc1ccccc1NC(=O)c1ccc(-n2cccn2)nc1
→ -4	-3	-6	95	-1.0	-2	-4	17	-1.9
> COc1ccc(N2C(=O)CSC2c2ccc([N+](=O)[O-])cc2)cc1 (centres undefined)
→ -2	-9	-8	97	1.6	2	23	2	0.6
> CC(C)c1ccc(NC2CCCN(C(=O)c3cc(C(C)C)[nH]n3)C2)cc1 (centres undefined)
→ 0	5	-34	99	-2.8	-5	6	-14	-2.2
> CNC(C)C#Cc1ccc2c(=O)c3c(OC)cccc3oc2c1 (centres undefined)
→ -5	-11	-10	98	14*	-27	9	28	1.4
> CCOC(=O)C1(Cc2cccc(F)c2)CCN(Cc2ccc(COC)o2)CC1
→ -3	0	-1	102	-0.3	0	-8	21	0.4
> COc1ccccc1NC(=O)C1CCCCC1
→ .	5	-2	.	-2.0	6	3	14	-1.8
> C=CCC1(NC(C)c2ccccc2)CCCCC1 (centres undefined)
→ -2	-5	14	92	-0.9	-9	35	8	-0.9
> CCN(CC)C(=O)c1sc2nc(-c3ccncc3)[nH]c(=O)c2c1C
→ .	-2	-13	.	1.8	-3	0	52*	1.9

New compounds follow.
Every second line gives: MEKK2mut PB1 HTS	M18AAP inhibitor	DNA FID counter	MEKK2 WT-MEK5	VIM-2 inhibitor	HCV NS3 hel inh	NALP1 yeast inh	SUMO HTRF inh	IMP-1 inh
> Cc1ccc(OCc2cc(C(=O)N3CCCCCCC3)no2)cc1C
→ 2	0	-38	102	-2.3	-1	6	-4	-0.9
> CCC(C(=O)NCCCc1ccccc1)n1nc(C)c2c(C)n(-c3ccccc3)nc2c1=O (centres undefined)
→ 1	3	-53	102	-1.4	1	13	3	-3.4
> CC(=O)Oc1cccc(C(=O)Nc2cccc(C(=O)Nc3ccccc3C(=O)O)c2)c1
→ 3	5	-23	103	0.6	15	-6	8	-1.3
> COC(=O)c1c(NC(=O)CC2SC(N)=NC2=O)sc2c1CCC(C(C)(C)C)C2 (centres undefined)
→ 3	-4	-18	101	-1.6	6	27	-16	-2.0
> C=CCn1c(SC/C=C/c2ccccc2)nnc1-c1sc(N)nc1C
→ 7	-10	-32	107	1.0	0	28	5	2.9
> O=C(O)c1ccc2c(c1)C(=O)N(NC(=O)c1ccccc1)C2=O
→ -2	3	1	101	-4.3	4	-15	-8	-3.8
> CC1=C(C(=O)Nc2ccccc2C(F)(F)F)C(c2ccc(C)s2)NC(=S)N1 (centres undefined)
→ 1	-6	-10	94	-3.6	-11	8	9	-1.0
> Cc1cc(N2CCCCC2)nc2ccc(NC(=O)CCC(=O)NCCC(C)C)cc12
→ 2	-5	3	105	-2.8	-2	14	14	-4.2
> COc1ccc(C(=O)CSc2nc(C)cc(C)n2)cc1[N+](=O)[O-]
→ 3	-8	-2	100	-1.8	-7	-10	16	-2.3
> O=C(Nc1ccc(S(=O)(=O)Nc2ncccn2)cc1)c1cncc(Br)c1
→ 7	6	-1	96	-1.9	-2	7	-4	-0.5
> COc1ccc2oc(=O)c(-c3cn4ccc(C)cc4n3)cc2c1
→ 2	-7	1	89	0.5	-2	5	27	-1.0
> Cc1ccc(S(=O)(=O)/N=C(\N)Nc2nc(C)c3cc(C)ccc3n2)cc1
→ 3	-7	-27	104	-1.5	-12	11	-13	-2.3
> CCOc1cc(/C=C2/N=C(c3ccc(C(C)(C)C)cc3)OC2=O)cc(Cl)c1OS(C)(=O)=O
→ -5	-6	-11	98	-3.6	14	-10	31	-3.0
> CCCC(=O)N1CCN(c2ccc(NC(=O)C(C)(C)C)cc2)CC1
→ -1	7	-10	96	-1.4	2	-23	20	-4.4
> CN(CC(=O)NCCCN1CCOCC1)S(=O)(=O)c1ccc(F)cc1
→ -1	1	-2	99	-0.4	6	0	-17	-3.1
> c1coc(C2Nc3ccccc3-c3nc4ccccc4n32)c1 (centres undefined)
→ 7	4	1	101	-2.3	-2	14	24	-2.4
> O=[N+]([O-])c1cc(S(=O)(=O)c2ccc(N3CCCCC3)c([N+](=O)[O-])c2)ccc1N1CCCCC1
→ -2	-16	3	99	1.0	-9	29	-2	-1.7
> OC(CNC1CCCC1)COc1c(F)cc(Br)cc1F (centres undefined)
→ -3	-6	18	95	-0.1	19	16	6	0.8
> CCOc1ccc(OCC)c(NC(=O)CC2Oc3ccc(C)cc3NC2=O)c1 (centres undefined)
→ 1	-4	-22	99	-0.6	-17	11	29	-0.9
> CC1=C(C(=O)OCC2CCCO2)C(c2ccc(Cl)cc2)NC(=O)N1 (centres undefined)
→ -2	-3	-18	98	-0.2	-16	-14	-1	-2.7

A run of entries from further up, as a working copy:
Every second line gives: MEKK2mut PB1 HTS	M18AAP inhibitor	DNA FID counter	MEKK2 WT-MEK5	VIM-2 inhibitor	HCV NS3 hel inh	NALP1 yeast inh	SUMO HTRF inh	IMP-1 inh
> O=C(Nc1ccc(S(=O)(=O)Nc2ncccn2)cc1)c1cncc(Br)c1
→ 7	6	-1	96	-1.9	-2	7	-4	-0.5
> COc1ccc2oc(=O)c(-c3cn4ccc(C)cc4n3)cc2c1
→ 2	-7	1	89	0.5	-2	5	27	-1.0
> Cc1ccc(S(=O)(=O)/N=C(\N)Nc2nc(C)c3cc(C)ccc3n2)cc1
→ 3	-7	-27	104	-1.5	-12	11	-13	-2.3
> CCOc1cc(/C=C2/N=C(c3ccc(C(C)(C)C)cc3)OC2=O)cc(Cl)c1OS(C)(=O)=O
→ -5	-6	-11	98	-3.6	14	-10	31	-3.0
> CCCC(=O)N1CCN(c2ccc(NC(=O)C(C)(C)C)cc2)CC1
→ -1	7	-10	96	-1.4	2	-23	20	-4.4
> CN(CC(=O)NCCCN1CCOCC1)S(=O)(=O)c1ccc(F)cc1
→ -1	1	-2	99	-0.4	6	0	-17	-3.1
> c1coc(C2Nc3ccccc3-c3nc4ccccc4n32)c1 (centres undefined)
→ 7	4	1	101	-2.3	-2	14	24	-2.4
> O=[N+]([O-])c1cc(S(=O)(=O)c2ccc(N3CCCCC3)c([N+](=O)[O-])c2)ccc1N1CCCCC1
→ -2	-16	3	99	1.0	-9	29	-2	-1.7

The results go on.
Every second line gives: MEKK2mut PB1 HTS	M18AAP inhibitor	DNA FID counter	MEKK2 WT-MEK5	VIM-2 inhibitor	HCV NS3 hel inh	NALP1 yeast inh	SUMO HTRF inh	IMP-1 inh
> COC(=O)c1c(-c2ccccc2)csc1NC(=O)CSc1ncnc2sc(C)c(C)c12
→ -5	5	2	92	-1.2	3	12	22	-1.8
> CCC(C)OC(=O)C1=C(C)NC2=C(C(=O)C(C(=O)OC)C(C)C2)C1c1ccc(N(C)C)cc1 (centres undefined)
→ -2	6	-21	99	-0.5	1	29	1	0.1
> CS(=O)(=O)N(CC(=O)Nc1ccc(F)cc1F)C1CCCCC1
→ -1	-7	-9	99	0.9	-10	16	16	-0.9
> Cc1nc(SCC(=O)Nc2cc(C(N)=O)cc(C(N)=O)c2)c2c(C)c(C)sc2n1
→ -2	-7	-26	98	0.1	0	.	0	-2.2
> COc1cc(S(=O)(=O)N2CCOCC2)ccc1NC(=O)COC(=O)COc1ccccc1
→ -2	2	-8	97	-1.1	-1	5	16	-2.3
> COc1cc(-c2nc(CN3CCCN(C(=O)c4ccco4)CC3)c(C)o2)ccc1F
→ -12	-3	-9	91	-1.2	-4	-16	10	-2.2
> COc1ccc(OC)c(C2/C(=C(\O)c3ccc4c(c3)OCCO4)C(=O)C(=O)N2CC2CCCO2)c1 (centres undefined)
→ 2	20	-57	99	-1.5	14	-1	2	-2.7
